# Screening results as filed in PubChem.
# miR-122 sensor – miR-122 inhibition in Huh7 cells; Huh7 miR-122 Renilla luciferase sensor, 48 h; neutral wells = 0, positive control = 100; activation (reporter increase), % at 12.5 µM; hit rate 0.3% among 340,000; AID 602342;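 active = mean replicate activation score at least 90 and every replicate individually at or above 90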;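 note: higher luciferase means less miR-122 activity so hits act as miR-122 inhibitors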
# EWS-Fli block – inhibitors of EWS/Fli oncoprotein transcriptional activity; A673 NR0B1-luciferase reporter, viability-normalised; inhibition, % at 12.6 µM; hit rate 0.67% among 350,000; AID 651661;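 active = mean inhibition of at least 50% after viability correction, with every replicate also passing that limit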;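 note: firefly luciferase signal divided by Alamar Blue viability fluorescence both relative to DMSO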
# INS-1E GSIS act – primary screen for activators of insulin secretion dependent on glucose, INS-1E cells, GLuc reporter luminescence. activation, % at 16.6 µM. hit rate 0.61% among 370,000. INS-1E GLuc reporter insulin secretion, 2-3 h;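 active = lowest replicate activation of at least 40%, so every replicate reaches that level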;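 note: 0% = median of neutral control wells and 100% = median of IBMX positive control wells; some compounds called inactive have numbers as strong as hits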
# PAX8 reporter – inhibitors of PAX8 transcriptional activity in RMG-I cells. inhibition, % at 12.6 µM. hit rate 1.2% among 360,000. AID 652154. RMG-I TPO-luciferase reporter, SteadyGlo, 24 h;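 active = mean replicate inhibition at least 60% with every replicate also reaching 60%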;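 note: luciferase light reporting Pax8 driven TPO promoter activity; plate controls were median of neutral control wells for no effect and mitoxantrone controls for full effect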
# FN deposition inh – fibronectin deposition inhibition; AH1F fibroblasts, Alexa488-fibronectin deposition fluorescence, overnight; hit rate 0.086% among 350,000; AID 743247; inhibition, % at 12.6 µM;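 active = mean inhibition across replicates of 30% or more, regardless of how many single replicates reach that level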;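 note: positive control wells lacked labelled fibronectin entirely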
#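 Schedule: 1 h cell adhesion before compound, then overnight fibronectin incubation; test system: AH1F fibroblast monolayer depositing Alexa488-labelled fibronectin into matrix; quantity: 10000 AH1F cells per well; probe or stimulus: fluorescent fibronectin at 24 nM final; signal: fluorescence, ex 485 nm, em 525 nm; evaluation: percent inhibition as loss of matrix-bound fibronectin fluorescence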
# F508del corr – correctors of CFTR F508del function in bronchial epithelial cells; hit rate 0.36% among 350,000; CFBE cells, YFP halide quenching; stimulated with forskolin plus potentiator P3; % fluorescence drop versus neutral controls; activity (quench increase), % at 7.58 µM;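 active = mean added fluorescence quench of at least 8% versus neutral control, with both replicates also reaching 8%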;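 note: cells transiently co-express mutant CFTR-F508del with the halide-sensitive YFP; corrector assay measuring rescue of mutant channel to the surface after 24 h compound exposure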
# DENV2 CPE – inhibitors of DENV2 cytopathic effect. DENV2-infected cells, cytopathic effect rescue, plate reader. CPE inhibition, % at 9.99 µM. hit rate 1.7% among 350,000. AID 651640; in the data active = CPE inhibition above about 20%, passing the limit was not always enough; tested in BHK-21 cells;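 note: 0% = median of neutral control wells and 100% = median of positive control wells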
# * = called active by the depositor; · = no result given; & = joins results of further samples; [ ] = another dose, or the depositor's remark.
canonical_smiles	INS-1E GSIS act	DENV2 CPE	EWS-Fli block	PAX8 reporter	F508del corr	FN deposition inh	miR-122 sensor
COc1cccc(N2C(=O)CC(N3CCc4ccccc43)C2=O)c1 (centres undefined)	·	·	·	-29.8	·	-7.9	-18.4
COc1ccc(Cl)cc1NC(=O)CNC(c1ccccc1)c1ccccc1	2.8	-5.3	3.1	-12.4	0.5	0.6	·
O=C(Nc1ccc2c(c1)[C@H]1C[C@H](CC(=O)N3CCCCC3)O[C@@H](CO)[C@H]1O2)c1cccnc1	8.0	1.7	5.3	2.7	1.4	-11.2	4.7[16.7 µM]
Cc1ccccc1CN(C)C(=O)COC(=O)c1ccc2[nH]c(C)c(C)c2c1	-13.9	3.5	-9.9	-22.1	-0.9	·	·
O=C(CSc1ncnc2c1oc1ccccc12)Nc1ccccc1F	·	0.0	-5.0	11.7	-1.2	-5.6	-0.2
COc1cc(CNC(=O)c2cc(-c3cc(F)ccc3OC(C)C)n[nH]2)cc(OC)c1	-7.4	-2.0	7.9	5.5	-1.9	3.8	-1.1
Cc1c(Cl)cccc1NC(=O)NCc1cccnc1	8.8	-1.2	-9.5	5.7	-0.3	-6.6	4.4
CCOC(=O)c1sc(NC(=O)CCCCCN2C(=O)c3cccc4cccc(c34)C2=O)nc1C	20.7	·	·	·	·	4.8	1.0
C[C@@H]1CN([C@H](C)CO)C(=O)Cc2cc(NC(=O)NC3CCCCC3)ccc2O[C@H]1CN(C)S(=O)(=O)c1cccs1	0.8	-1.0	-4.2	-21.8	-0.3	0.6	3.0[16.7 µM]
C[C@@H]1CCCCO[C@@H](CN(C)CC2CCCCC2)[C@@H](C)CN([C@H](C)CO)C(=O)c2cc(NC(=O)CCCCCC(=O)Nc3ccccc3N)ccc2O1	9.0	4.5	-13.9	20.6	-0.3	·	-3.3[16.7 µM]
O=C1C=C(c2ccccc2)C[C@H](c2cccs2)[C@H]1n1nnc([N+](=O)[O-])n1	-30.2	·	·	76.0*	·	-9.1	·
COc1ccc(CCNC(=S)NCCc2ccc(OC)c(OC)c2)cc1OC	7.1&2.5	7.4&4.6	-0.9&5.2	6.0&8.9	-2.5&-1.0	-0.6&-7.4	-4.0

canonical_smiles	INS-1E GSIS act	DENV2 CPE	EWS-Fli block	PAX8 reporter	F508del corr	FN deposition inh	miR-122 sensor
COCCNC(=O)CSc1nnc(-c2ccccc2)c(-c2ccccc2)n1	4.7	4.0	0.6	21.9	-1.4	1.9	-12.3
O=c1cc(O)c(-c2ccc(Cl)c(Cl)c2)c(Cl)[nH]1	-1.6	4.2	3.6	-12.8	2.4	·	-1.0
CCOC(=O)C1(Cc2ccccc2C(F)(F)F)CCN(Cc2ccc(COC)o2)CC1	-35.6	2.5	16.3	4.1	5.6	0.3	-12.6
COCC(=O)N(C)C[C@@H]1Oc2cc(C3=CCCCC3)ccc2S(=O)(=O)N([C@H](C)CO)C[C@H]1C	-1.4	-6.8	-0.4	·	-2.0	·	-5.6[16.7 µM]
O=C(COC(=O)c1ccccc1[N+](=O)[O-])Nc1nnc(-c2ccccc2)o1	9.3	-1.6	-0.1	-8.1	-0.5	9.2	·
Cc1cn(CCC(=O)Nc2ccccc2N2CCOCC2)c2ccccc12	-0.1	-3.8	-52.2	-113.2	-2.0	-2.6	·
CC(C)[C@H](C)NC(=O)N(C)C[C@H]1OCc2ccccc2-c2ccccc2C(=O)N([C@@H](C)CO)C[C@@H]1C	13.1	1.4	-4.8	0.9	1.0	-5.1	·
COc1ccccc1Nc1c2c(nc3ccc(N)cc13)CCCC2	65.4*	5.5	8.9	9.1	3.1	1.5	·
O=C(O)c1ccc(N2C(=O)c3cccc4c(C(=O)O)ccc(c34)C2=O)cc1	-9.0	3.1	6.3	7.9	-0.7	-0.4	-3.0
COc1cccc(NC(=O)CCN2C(=O)c3ccccc3Sc3ncccc32)c1	5.8	2.1	-10.9	-11.5	-4.0	12.4	-0.7
C=C(C)CSc1nc2c(cc1C#N)CCC2	7.8	·	·	·	·	-2.6	-9.8
CC(C)[C@H]1C=C(C(=O)O)O[C@@H](OCCCCO)C1	-4.1	0.0	-5.8	-21.2	0.1	-2.1	1.5

canonical_smiles	INS-1E GSIS act	DENV2 CPE	EWS-Fli block	PAX8 reporter	F508del corr	FN deposition inh	miR-122 sensor
O=C(COc1ccc(Cl)cc1Cl)Nc1ccccc1F	22.2	-1.9	-70.2	-130.7	-0.1	3.7	0.3
CC1(C)C(=O)Nc2ccccc2N1C(=O)COc1cccnc1[N+](=O)[O-]	0.0	-6.3	4.2	1.7	-2.4	1.2	·
CCOc1ccc(NC(=O)CC2C(=O)N(C)C(=S)N2CCCc2ccccc2)cc1 (centres undefined)	-27.0	-8.9	-0.2	40.0	·	2.6	7.6
O=C(Nc1ccc(S(=O)(=O)Nc2nccs2)cc1)c1cccc(S(=O)(=O)N2CCOCC2)c1	10.4	-2.5	-11.6	-18.2	0.7	2.2	-7.3
C[C@@H]1CCCCO[C@@H](CN(C)Cc2ccc(C(=O)O)cc2)[C@@H](C)CN([C@H](C)CO)C(=O)c2cc(NC(=O)Nc3ccc4c(c3)OCO4)ccc2O1	3.5	·	-4.1	-23.0	0.3	·	18.3[16.7 µM]
Nc1nonc1-n1nnc(C(=O)N/N=C/c2cccnc2)c1-c1ccccc1	2.8	-0.3	-11.2	-7.7	4.3	18.2	·
CCOCCOc1cccc(C(=O)NC(c2ccccc2)c2ccccc2)c1	7.6	2.0	17.0	-5.5	-6.5	1.0	5.9
C[C@H]1CN([C@@H](C)CO)C(=O)c2cccc(NS(=O)(=O)c3ccccc3)c2O[C@@H]1CN(C)Cc1ccc(C(F)(F)F)cc1	-19.3	-3.0	0.2	-17.5	-3.1	·	50.6[16.7 µM]
Cc1cccc(OCC(O)CN2CCOCC2)c1 (centres undefined)	·	-5.8	-9.8	3.3	·	7.3	3.3
NC(=O)N(N)c1nc(N2CCCC2)nc(N2CCCC2)n1	11.1	-5.4	-2.0	1.0	2.4	-0.2	·
C[C@H](CO)N1C[C@H](C)[C@H](CN(C)S(=O)(=O)c2ccc(F)cc2)Oc2ccc(NC(=O)Cc3ccccc3)cc2C1=O	1.5	4.3	-6.8	-1.6	2.3	1.5	-4.0[16.7 µM]
O=C(NCc1cccnc1)C1CCN(S(=O)(=O)N2CCOCC2)CC1	-6.6	·	·	·	·	-7.2	5.2

canonical_smiles	INS-1E GSIS act	DENV2 CPE	EWS-Fli block	PAX8 reporter	F508del corr	FN deposition inh	miR-122 sensor
OCC1(CO)CC2(C1)CC(CO)(CO)C2	-0.8	-0.4	-0.4	4.0	-3.5	-6.2	-5.0
CCCCc1cc(=O)oc2cc(C)cc(OC(C)C(=O)NCc3ccncc3)c12 (centres undefined)	6.5	1.5	·	11.6	0.6	7.9	-6.7
C[C@H](O)C#Cc1ccc2c(c1)O[C@@H](CN(C)Cc1ccccc1)[C@@H](C)CN([C@@H](C)CO)S2(=O)=O	17.5	-5.6	-5.7	·	0.2	-17.7	-7.1[16.7 µM]
Cc1ccc(NC(=S)N2CCCC(O)C2)cc1 (centres undefined)	-14.3	-0.5	-23.8	-58.0	1.2	7.5	·
CCOc1ccccc1NC(=S)N1CCCc2ccccc21	-11.9	1.2	0.1	-61.6	-4.7	-2.2	-5.1
O=C(Cn1cnc2c(nnn2Cc2ccccc2)c1=O)N1CCCc2ccccc21	·	-7.0	4.0	-1.9	-1.2	5.8	-2.8
CN(CC(=O)Nc1ccc(S(=O)(=O)N2CCCC2)cc1)Cc1ccc(Cl)c(Cl)c1	-26.2	·	·	6.3	·	1.9	·
O=C(NCCc1ccccc1)c1ccccc1C(F)(F)F	-2.9	11.9	-61.1	-89.0	-0.2	-5.0	-4.9
Cc1cc(C(=O)COC(=O)C2CCN(C(=O)c3ccc(Cl)cc3)CC2)c(C)n1CC1CCCO1 (centres undefined)	0.5	-8.8	-11.5	-91.1	2.8	·	·
COc1ccccc1C/C(N)=N/OC(=O)COc1ccccc1C	7.2	-6.0	-11.4	·	-3.4	·	-2.2
CN(/N=C/c1cc(Br)cc(Br)c1O)c1ccccc1	2.8	-4.2	2.7	0.1	-2.2	-9.6	-2.5
C/C=C/c1ccc([C@H]2[C@@H](CO)N(C(C)=O)[C@H]2CN(C)S(=O)(=O)CC)cc1	-1.1	2.4	·	·	-0.7	-10.4	·

canonical_smiles	INS-1E GSIS act	DENV2 CPE	EWS-Fli block	PAX8 reporter	F508del corr	FN deposition inh	miR-122 sensor
CCN(C(=O)COC(=O)c1ccccc1O)c1cccc2ccccc12	5.9	5.5	-6.8	3.8	-4.7	·	6.3
CC(=O)Nc1ccc(NC(=O)C(C)OC(=O)CCC2CCCC2)cc1 (centres undefined)	-1.8	18.5	1.2	-6.1	-2.4	1.7	·
C[C@@H]1CN([C@H](C)CO)S(=O)(=O)c2ccc(-c3ccccc3F)cc2O[C@H]1CN(C)Cc1cccnc1	-22.6	5.8	-6.3	19.3	4.8	6.1	41.2[16.7 µM]
O=C(c1cccs1)N1CCCC1	·	·	·	-1.2	·	3.1	-0.5
O=C(NCC[C@@H]1CC[C@@H](NS(=O)(=O)c2ccc(Cl)cc2)[C@@H](CO)O1)c1ccccc1F	6.9	-8.1	5.2	12.0	0.7	·	·
CCn1nc(C)c(CNC(=O)CC2C(=O)NCCN2CC(C)C)c1C (centres undefined)	23.8	1.3	-5.7	-26.4	-3.1	-1.8	-2.4
CC(C)Oc1ccc(C(=O)Nc2ncn[nH]2)cc1	·	·	-36.0	-49.1	2.1	4.2	2.0
C=CCn1c(SCC(=O)NC(=O)Cc2ccccc2)nc2ccccc2c1=O	-0.7	0.3	-0.4	-9.0	-3.7	2.1	·
O=C(COC(=O)/C=C/c1ccc(OC(F)F)cc1)NC1CCCC1	20.1	3.2	-1.3	-10.3	-6.1	6.3	·
Cc1cc(C)c(N2C(=O)CCCC2=O)c(Cl)c1	5.4	-1.2	-2.6	-8.8	-8.6	4.5	-0.8
Cc1noc(C)c1NC(=O)N(C)C[C@H]1Oc2ccc(NC(=O)Nc3ccccc3)cc2C(=O)N([C@@H](C)CO)C[C@@H]1C	5.3	-3.3	-2.9	-17.7	-2.6	·	-0.4[16.7 µM]
CCOC1=C2[C@@H](CN(S(=O)(=O)c3ccccc3C)[C@H]2c2ccc(Cl)cc2)[C@H]2C(=O)N(C3CCCCC3)C(=O)[C@H]2C1	-11.6	2.0	5.6	17.0	-3.9	1.7	·

canonical_smiles	INS-1E GSIS act	DENV2 CPE	EWS-Fli block	PAX8 reporter	F508del corr	FN deposition inh	miR-122 sensor
COc1ccccc1-c1nnc(NC(=O)C(C)Sc2nncn2C)s1 (centres undefined)	2.2	2.5	-1.0	-13.1	-2.0	-0.7	·
C/C=C/c1cccc(-c2nc(C(=O)NCCC)cc3c2[C@H](CCO)N([S@@](=O)C(C)(C)C)C3)c1	-8.9	6.2	·	-6.9	-0.1	-12.4	·
CCOc1ccc2nc(NC(=O)c3ccco3)sc2c1	25.0	-4.8	24.1	5.3	3.6	-10.5	-3.1
CCOC(=O)C1CCN(C(=S)Nc2ccc(C)cc2)CC1	3.5	·	1.6	-37.1	0.9	9.7	·
COc1cc(OC)cc(C(=O)N[C@H](C(=O)OCC(N)=O)C(C)C)c1	13.4	-13.1	-30.5	24.4	-3.9	-7.6	·
CCc1ccc(NC(=O)COc2ccc(Br)cn2)cc1	-10.2	1.6	1.1	0.1	2.5	-2.6	-10.2
CS(=O)(=O)N1CCN(c2ccc(C(=O)N3CCOCC3)cc2[N+](=O)[O-])CC1	3.1	5.3	-8.3	-3.1	0.7	-13.3	·
CC(C)NC(=O)CSc1ccccc1C(=O)N1CCN(S(=O)(=O)Cc2ccccc2)CC1	18.2	-1.2	-8.8	4.0	2.8	-0.4	·
CCc1nc(SCC(=O)Nc2ccc(F)cc2F)c2c(=O)n(C)c(=O)n(C)c2n1	0.9	3.9	4.4	-2.6	-0.7	·	-3.6

# Compounds were not picked by outcome. About 3.9% of those tested had a hit in this group.
